Screens deposited in PubChem by National Center for Advancing Translational Sciences (NCATS).
Tau fluor cs: counter-screen for tau fibril formation inhibitors; tau K18 P301L Alexa594 fluorescence, heparin fibrillization; Potency, µM (titrated, usually from 57.7 µM), for the others: top-dose activity change, negative = decrease; 280,000 tested, 0.93% active; note: % is set by controls: 0 for no effect and ±100 for the full control effect; nearly all actives have a fitted effect of over 55% in size
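Human K18 P301L tau (15 uM unlabeled plus 0.24 uM Alexa 594-labeled, final) in 100 mM sodium acetate pH 7 was mixed with compound and 20 uM heparin and incubated 6 hr at 37 C.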
aGal spleen mod: alpha-galactosidase A (human) modulation | P06280 | human spleen homogenate, 4MU-alpha-Gal fluorescence, 40 min | Potency, µM (highest dose often 80 µM), without a hit: at the highest dose activity change, negative = inhibition, actives largely listed as inhibitors | 240,000 tested, 0.008% active | AID 2107;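 note: 0% = enzyme with vehicle and -100% = no enzyme basal signal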
Target sequence (P06280 32-429 limits assumed): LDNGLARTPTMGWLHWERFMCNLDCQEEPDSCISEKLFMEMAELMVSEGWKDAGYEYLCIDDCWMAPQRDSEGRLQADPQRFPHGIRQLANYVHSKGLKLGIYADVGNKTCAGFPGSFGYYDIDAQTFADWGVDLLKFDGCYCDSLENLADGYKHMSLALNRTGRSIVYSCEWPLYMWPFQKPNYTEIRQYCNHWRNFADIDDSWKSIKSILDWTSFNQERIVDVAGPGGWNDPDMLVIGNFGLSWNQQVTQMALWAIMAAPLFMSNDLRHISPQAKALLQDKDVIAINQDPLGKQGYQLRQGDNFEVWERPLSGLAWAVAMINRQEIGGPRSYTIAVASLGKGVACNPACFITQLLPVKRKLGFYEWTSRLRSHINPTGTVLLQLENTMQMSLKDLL
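Human spleen homogenate (1 ug) as enzyme source, 4-methylumbelliferyl-alpha-D-galactopyranoside 1 mM final, citrate/phosphate pH 5.0 with 0.01% Tween-20. Compounds 40 min at 37C, NaOH/glycine stop; fluorescence Ex 365/Em 440, Hill-fit AC50.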
GAA glycogen: GAA glycogen-cleavage inhibition or activation | recombinant GAA, glycogen substrate, Amplex Red glucose oxidase fluorescence | Potency, µM (series often up to 76.4 µM), for the others: at the highest dose activity change, negative = inhibition, actives largely listed as inhibitors | 300,000 tested, 0.38% active | AID 2100;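 note: 0% = full enzyme reaction and -100% = no-enzyme basal signal; the screen sought inhibitors and activators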
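Recombinant human alpha-glucosidase (4 nM final) hydrolysed bovine liver glycogen (30 ug) for 40 min at 37 C in pH 5.0 citrate/phosphate with 0.01% Tween-20. Released glucose detected by glucose oxidase/Amplex Red, Ex 573/Em 610 nm. Compounds up to 77 uM; AC50 from Hill fits.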
aGlu spleen mod: inhibits or activates alpha-glucosidase in human spleen homogenate | 240,000 tested, 0.006% active | human spleen homogenate, 4-MU-alpha-glucoside fluorescence | AID 2112 | P10253 | Potency, µM (top dose mostly 79.9 µM), inactives show at the top dose activity change, negative = inhibition, hits mostly inhibitors;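 note: 0% = enzyme with vehicle and -100% = no enzyme basal signal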
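Compounds were titrated against alpha-glucosidase in spleen homogenate at pH 5.0, with 1 mM 4-methylumbelliferyl substrate for 40 min at 37 C. Reactions were quenched with pH 10 NaOH/glycine and fluorescence measured.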
GAA inhib: alpha-glucosidase (human) inhibition | purified human GAA, 4-MU-alpha-glucoside fluorescence | Potency, µM (doses to about 76.9 µM), for the others: top-dose activity change, negative = inhibition, hits mostly inhibitors | P10253 | 200,000 tested, 0.005% active;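 note: plate controls were uninhibited enzyme wells for no effect and no-enzyme background for full effect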
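Activity normalized between no-enzyme (basal) and enzyme-only wells. Conditions: 4 nM human enzyme, 400 uM fluorogenic substrate, citrate/phosphate pH 5.0 with Tween-20, 20 min room temperature, compounds up to 77 uM.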
Tau fibril FP: tau fibrillization inhibition (FP) | P10636 | K18 P301L tau heparin fibrillization, Alexa594 FP, 6 h | Potency, µM (series often up to 57.7 µM), for the others: at the highest dose activity, negative = inhibition, hits mostly inhibitors | 280,000 tested, 0.39% active; note: % is set by controls: 0 for no effect and ±100 for the full control effect; nearly all actives have a fitted effect of over 55% in size
Target sequence (P10636 561-689 P618L limits assumed): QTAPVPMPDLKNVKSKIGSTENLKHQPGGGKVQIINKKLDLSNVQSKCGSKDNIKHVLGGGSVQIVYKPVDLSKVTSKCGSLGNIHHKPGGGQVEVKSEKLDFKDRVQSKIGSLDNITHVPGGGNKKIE
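Quantitative HTS format: compounds meet 15 uM recombinant K18 P301L tau and Alexa 594-tau tracer in 100 mM sodium acetate pH 7; 20 uM heparin triggers fibrillization at 37 C over 6 hr; FP gives the signal.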
HTT cytoprotect: protects HTT-Q103 PC12 cells, measured by ATP; AID 1471; 230,000 tested, 0.14% active; PC12 HTT-Q103 induced, cytoprotection, ATP luminescence, 40 h; Potency, µM (doses to about 56.4 µM), for inactives: cytoprotection (ATP increase), hits mostly activators;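 note: % of control where 0% means no effect; nearly all actives have a fitted effect of over 45% in size; toxic huntingtin expression switched on by the ecdysone agonist tebufenozide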
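Compounds added alongside 100 nM tebufenozide, which induces toxic Q103 huntingtin exon 1-GFP in stable PC12 cells; surviving cells quantified by luminescent ATP measurement. Medium: phenol red-free DMEM, 5% equine and 5% calf serum.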
Tau ThT inhib: inhibitors of human tau fibril formation, thioflavin T binding | P10636 | recombinant tau K18 P301L, heparin-induced fibrillization, ThT fluorescence | Potency, µM (titrated, usually from 57.4 µM), without a hit: top-dose activity, negative = inhibition, hits mostly inhibitors | 270,000 tested, 2.1% active | AID 1460; note: % is set by controls: 0 for no effect and ±100 for the full control effect; nearly all actives have a fitted effect of over 55% in size
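ThT emission at 510 nm, taken 1 hr after adding 30 uM dye, quantifies aggregates formed when 20 uM heparin acts on human tau K18 P301L for 6 hr at 37 C.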
The depositor's hits bear a star; ? = inconclusive; nt = not tested or not shown; & = joins results of further samples; [ ] = dose if it differs, or a comment. Calls come from the whole dose curve; as a rule, active = well fitted curve in the direction sought with a large enough effect; inconclusive = small, poorly fitted or top-dose-only effect, or another doubt; inactive = no such curve, though single readings can be large; an effect the other way counts as inactive or inconclusive. Potency is the fitted concentration of half-maximal effect.

1: C/C(=N\NC(=S)Nc1cccc(C)c1)c1cccc(N)c1
2: N/C(=N\OC(=O)/C=C/c1ccccc1)c1ccccn1
3: COc1cccc(/C=C/C(=O)NCc2cn3cc(Cl)ccc3n2)c1
4: Cc1cccc(CNc2nc(-c3ccc(C(=O)N(C)C)cc3)nc3ccccc23)c1
5: COc1ccc(NC(=O)c2ccco2)cc1NC(=O)c1cccnc1
6: O=S(=O)(N/N=C\c1ccc2c(c1)OCO2)c1ccc(Cl)cc1
compound no. | 1 | 2 | 3 | 4 | 5 | 6
GAA inhib | -2% | -1% | 6% | nt | -5% | -2%
aGal spleen mod | 1% | 3% | 1% | -12% | -6% | 5%
aGlu spleen mod | -5% | -4% | 1% | -12% | -3% | 3%
Tau fluor cs | ? | -3% | -6% | ? | -4% | -20%
GAA glycogen | ? | -6% | 11% | nt | 6% | 6%
Tau ThT inhib | ? | -9% | -4% | 4% | -3% | -3%
Tau fibril FP | 18% | -4% | 1% | -14% | ? | -1%
HTT cytoprotect | 31%[10 µM] | -90%[inhibitor] | -24% | -47%[inhibitor] | -14%[0.074 µM] | 0%

7: CC(NC(=O)C1CCC(C(C)(C)C)CC1)C(c1ccccc1)N1CCOCC1 (stereo not drawn)
8: COc1ccc(OCC(=O)N/N=C/c2ccc(N(C)C)cc2)cc1
9: Cc1cc(C)n2c(SC/C(O)=C(\C#N)c3nc4ccccc4[nH]3)nnc2n1
10: CCc1nc(NCc2ccccn2)c2oc3ccccc3c2n1
11: CC(C)NC(=S)NC(=O)/C=C/c1ccc(F)cc1
12: CCOc1ccccc1NC(=O)C(C)n1nnc2sc3c(c2c1=O)CCCC3 (stereo not drawn)
compound no. | 7 | 8 | 9 | 10 | 11 | 12
GAA inhib | -3% | ? | ? | 4%[15.4 µM] | -2% | nt
aGal spleen mod | -5% | -1% | 4% | -9% | 2% | nt
aGlu spleen mod | -18% | -5% | 10% | -3% | 0% | nt
Tau fluor cs | 15% | ? | -25% | -13% | -1% | -5%
GAA glycogen | -2% | 14% | -2% | 7% | -3% | -5%[76.3 µM]
Tau ThT inhib | 1% | 2.5µM* | ? | -15% | -5% | -5%
Tau fibril FP | 11% | ? | 5% | -9% | 8% | -5%
HTT cytoprotect | 25%[10 µM] | -30%[inhibitor] | 12% | -40%[inhibitor][0.074 µM] | nt | nt

Seven entries from above, tab-delimited.
item	Structure	GAA inhib	aGal spleen mod	aGlu spleen mod	Tau fluor cs	GAA glycogen	Tau ThT inhib	Tau fibril FP	HTT cytoprotect
6	O=S(=O)(N/N=C\c1ccc2c(c1)OCO2)c1ccc(Cl)cc1	-2%	5%	3%	-20%	6%	-3%	-1%	0%
7	CC(NC(=O)C1CCC(C(C)(C)C)CC1)C(c1ccccc1)N1CCOCC1 (stereo not drawn)	-3%	-5%	-18%	15%	-2%	1%	11%	25%[10 µM]
8	COc1ccc(OCC(=O)N/N=C/c2ccc(N(C)C)cc2)cc1	?	-1%	-5%	?	14%	2.5µM*	?	-30%[inhibitor]
9	Cc1cc(C)n2c(SC/C(O)=C(\C#N)c3nc4ccccc4[nH]3)nnc2n1	?	4%	10%	-25%	-2%	?	5%	12%
10	CCc1nc(NCc2ccccn2)c2oc3ccccc3c2n1	4%[15.4 µM]	-9%	-3%	-13%	7%	-15%	-9%	-40%[inhibitor][0.074 µM]
11	CC(C)NC(=S)NC(=O)/C=C/c1ccc(F)cc1	-2%	2%	0%	-1%	-3%	-5%	8%	nt
12	CCOc1ccccc1NC(=O)C(C)n1nnc2sc3c(c2c1=O)CCCC3 (stereo not drawn)	nt	nt	nt	-5%	-5%[76.3 µM]	-5%	-5%	nt

The list continues:
13: COc1ccc(C)c2sc(NNC(=O)COc3ccccc3)nc12
14: CN(C)CCCNc1nc(-c2ccccc2)nc2ccccc12
15: O=C(CCCc1ccccc1)c1ccc2c(c1)OCCO2
16: Fc1cccc(-c2oncc2-c2nnnn2-c2ccc(Cl)cc2)c1
17: COc1cc(OC)cc(OCC(O)Cn2ccnc2)c1 (stereo not drawn)
18: CCOc1ccc(C(=O)Nc2ccc3nc(SCc4ccccc4)sc3c2)cc1
compound no. | 13 | 14 | 15 | 16 | 17 | 18
GAA inhib | 7% | -7%[15.4 µM] | -9% | 3% | -1% | nt
aGal spleen mod | 6% | -2% | 4% | 2% | 0% | nt
aGlu spleen mod | 1% | 0% | -13% | -5% | 0% | nt
Tau fluor cs | -8% | -24% | -17% | -11% | -10% | -1%
GAA glycogen | ? | 5% | -26% | -6% | -8% | 16%[76.3 µM]
Tau ThT inhib | -4% | -13% | ? | 1% | -9% | -6%
Tau fibril FP | 7% | -6% | 4% | -1% | 3% | -16%
HTT cytoprotect | -38% | 0%[10 µM] | -11%[10 µM] | -9%[10 µM] | 17% | nt

19: Cc1ccc(C)n1-c1nnc(N2CCCC(C(=O)NCc3ccc(F)cc3)C2)s1 (stereo not drawn)
20: O=C(CSc1nnc(-c2ccccn2)n1Cc1ccco1)c1ccccc1
21: CSc1nc(N(CCO)CCO)c2sc3nc(-c4ccco4)c4c(c3c2n1)CCC4
22: CC(=O)Nc1c(F)cc(Br)cc1F
23: O=C(CSc1nc2c(c(=O)n1-c1ccc(Cl)cc1)SCC2)N1CCOCC1
24: CCCCn1c(SCC(=O)N2CCC(C(=O)OCC)CC2)nc2cc(S(N)(=O)=O)ccc21
compound no. | 19 | 20 | 21 | 22 | 23 | 24
GAA inhib | nt | -2% | -14% | -2% | -4% | 4%
aGal spleen mod | nt | -2% | -7% | -2% | -15% | -14%
aGlu spleen mod | nt | 3% | -14% | 1% | -5% | 7%
Tau fluor cs | -18% | -10% | ? | -10% | 0% | -3%
GAA glycogen | -8%[76.3 µM] | -2% | -7% | -2% | 3% | -3%
Tau ThT inhib | ? | -10% | 25µM* | -6% | 0% | -1%
Tau fibril FP | ? | -7% | ? | -4% | -2% | 5%
HTT cytoprotect | nt | -8%[0.074 µM] | 8%[0.074 µM] | 2%[10 µM] | 11%[10 µM] | -26%[10 µM]

25: COC(=O)Nc1nc(-c2ccccc2)c(C(=O)c2ccccc2)s1
26: CCSc1nnc(NC(=O)CN2C(=O)C3CC=CCC3C2=O)s1 (stereo not drawn)
27: C=C(C)C(=O)Nc1cccc(C2=NOC3(C2)C[C@H](C(N)=O)N(C(=O)COc2ccc(Cl)cc2)C3)c1 (stereo partly drawn)
28: Oc1ccc(Cl)c2cccnc12
29: Cc1ccc(C(=O)Nc2cccc(C(=O)O)c2)cc1S(=O)(=O)N1CCCCC1
30: Fc1cc(F)c2nc(Nc3nc4cc5c(cc4s3)OCO5)sc2c1
compound no. | 25 | 26 | 27 | 28 | 29 | 30
GAA inhib | -13% | -18% | nt | nt | -18% | 7%
aGal spleen mod | 8% | -2% | 3% | 7% | 1% | 3%
aGlu spleen mod | 7% | 0% | 7% | -8% | 3% | -2%
Tau fluor cs | ? | 2% | 14% | -25% | 0% | 5µM*[quencher]
GAA glycogen | 1% | 10% | -5% | nt | 3% | 12%
Tau ThT inhib | -21% | -4% | 5% | ? | 1% | ?
Tau fibril FP | -12% | 1% | 3% | -3% | -2% | 4%
HTT cytoprotect | -83%[inhibitor][10 µM] | 19%[10 µM] | -3%[10 µM] | -74%&-38%[inhibitor] | -67%[inhibitor] | ?

31: Cc1ccc(-n2nc3ccc(NC(=O)COc4ccccc4)cc3n2)cc1Cl
32: O=C(COC(=O)CNC(=O)c1sc2ccccc2c1Cl)Nc1cc(Cl)cc(Cl)c1
33: CC1(NC(=O)C23CC4CC(CC(C4)C2)C3)CCS(=O)(=O)C1 (stereo not drawn)
34: Cn1nc(-c2ccc(Cl)cc2)nc2c(=O)n(C)c(=O)nc1-2
35: COc1ccc(C(=O)Cn2c(=O)c(-c3cc(C)ccc3NC(C)=O)nc3ccccc32)cc1
36: CCSc1nc(=S)cc(C)[nH]1
compound no. | 31 | 32 | 33 | 34 | 35 | 36
GAA inhib | nt | 3% | -6% | 4% | nt | -1%
aGal spleen mod | nt | 2% | 3% | -8% | nt | 5%
aGlu spleen mod | nt | 8% | 5% | 3% | nt | 1%
Tau fluor cs | -12% | -16% | 2% | -16% | 8% | -18%
GAA glycogen | 2%[76.3 µM] | -1% | 4% | -3% | -5%[76.3 µM] | -29%
Tau ThT inhib | -10% | 0% | 5% | 8.9µM* | -5% | ?
Tau fibril FP | -8% | ? | 0% | ? | 0% | ?
HTT cytoprotect | nt | nt | -7%[0.074 µM] | -96%[inhibitor] | nt | 16%[10 µM]

37: O=C(CSc1nc2nc(-c3cccs3)cc(C(F)(F)F)c2c(=O)[nH]1)NCc1ccco1
38: CC(C)C(=O)OC1CCS(=O)(=O)c2sccc21 (stereo not drawn)
39: COc1ccc(-c2nc(CSCC(=O)NC3CCCc4ccccc43)c(C)o2)cc1OC (stereo not drawn)
40: COc1ccc(N(CC(=O)NC2CCCCC2)C(=O)CNC(=O)c2ccco2)cc1
41: CC(NC(=O)C1CCC(CNc2c(N3CCCCC3)c(=O)c2=O)CC1)c1ccccc1 (stereo not drawn)
42: COc1ccc(OC)c(C2C(C(C)=O)=C(O)C(=O)N2CCC(=O)O)c1 (stereo not drawn)
43: Cc1cc(C)n(Cc2ccc(NC(=O)c3ccc(COc4ccccc4Br)cc3)cc2)n1
compound no. | 37 | 38 | 39 | 40 | 41 | 42 | 43
GAA inhib | 3% | 7% | -7% | -15% | nt | -8% | -5%
aGal spleen mod | 16% | 2% | 1% | -5% | 4% | -1% | -3%
aGlu spleen mod | 0% | -9% | 6% | 1% | 10% | -3% | -12%
Tau fluor cs | -3% | 5% | -15% | 1% | -27% | -7% | ?
GAA glycogen | 5% | -5% | -5% | 6% | 2% | 3% | -6%
Tau ThT inhib | -17% | 4% | ? | -2% | nt | -9% | -10%
Tau fibril FP | 0% | 10% | 3% | 0% | -8% | -6% | -6%
HTT cytoprotect | -14% | 6% | -29% | 4%[10 µM] | 9%[10 µM] | -9%[10 µM] | -106%[inhibitor]
